NPY-Y2 antag – NPY-Y2 receptor antagonists, primary screen, cell-based; actives 0.99% (n = 140,000); Neuropeptide Y receptor type 2 (Homo sapiens), P49146; NPY-Y2 expressing cells, antagonist mode; inhibition, % at 2.7 µM; in the data active = inhibition above about 17%;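 note: 0% = vehicle with agonist challenge and 100% = reference antagonist with challenge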
Target sequence (P49146 whole entry, looked up): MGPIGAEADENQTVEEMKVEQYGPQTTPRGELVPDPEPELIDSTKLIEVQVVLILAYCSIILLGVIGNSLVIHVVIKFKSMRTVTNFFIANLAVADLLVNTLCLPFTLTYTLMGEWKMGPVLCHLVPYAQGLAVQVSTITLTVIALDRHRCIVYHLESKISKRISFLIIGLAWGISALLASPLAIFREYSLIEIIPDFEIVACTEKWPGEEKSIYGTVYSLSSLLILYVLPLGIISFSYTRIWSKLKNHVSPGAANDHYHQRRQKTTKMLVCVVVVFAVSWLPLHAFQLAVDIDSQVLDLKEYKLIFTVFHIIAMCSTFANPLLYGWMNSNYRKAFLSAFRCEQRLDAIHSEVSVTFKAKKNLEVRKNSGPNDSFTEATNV
MRP-1 activ – H69AR viability gain despite doxorubicin, primary screen, MRP-1 activator project, H69AR cells, CellTiter-Glo. viability rescue. viability increase, % at 10 µM. AID 799, 2007. actives 0.61% (n = 140,000);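 active = viability gain under doxorubicin at or above a set limit, the compound median plus 3 SD, cut at about 4.7% in these data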;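 note: MRP-1 overexpressing cells given doxorubicin 25 µM after compound pretreatment; 18-22 h compound pretreatment then 72 h with doxorubicin before readout; 0% = doxorubicin-only wells and 100% = vehicle-treated cells without doxorubicin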
Yeast growth inh – growth inhibitors of yeast BB579 in restrictive medium, primary screen, yeast lifespan-shortening project, S. cerevisiae; inhibition, % at 10 µM; AID 804, 2007; actives 0.51% (n = 140,000); OD615, 48 h;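 active = inhibition above a set limit, 3 SD over the mean compound inhibition, cut at about 44% in these data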; note: inactives centre near -24
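System: Saccharomyces cerevisiae DeaD strain BB579, replicative lifespan model yeast. Buffer or medium: restrictive glucose-based CSMM-D medium. Doses: one dose, 10 µM compound with 0.25% DMSO. Timing: 4 h preincubation and 48 h exposure at 30 °C. Detection: turbidity as optical density at 615 nm. Benchmarks: amphotericin B 10 µg/mL, positive.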
GALR2 blocker – GALR2 antagonists in receptor-expressing cells, primary screen; AID 828, 2007; inhibition, % at 4 µM; actives 0.39% (n = 140,000); antagonist mode; in the data active = inhibition above about 27%;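 note: cells stimulated with galanin 1-16 at roughly its EC80; 0% = agonist challenge control and 100% = basal control without agonist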
Target sequence (O43603 whole entry, looked up): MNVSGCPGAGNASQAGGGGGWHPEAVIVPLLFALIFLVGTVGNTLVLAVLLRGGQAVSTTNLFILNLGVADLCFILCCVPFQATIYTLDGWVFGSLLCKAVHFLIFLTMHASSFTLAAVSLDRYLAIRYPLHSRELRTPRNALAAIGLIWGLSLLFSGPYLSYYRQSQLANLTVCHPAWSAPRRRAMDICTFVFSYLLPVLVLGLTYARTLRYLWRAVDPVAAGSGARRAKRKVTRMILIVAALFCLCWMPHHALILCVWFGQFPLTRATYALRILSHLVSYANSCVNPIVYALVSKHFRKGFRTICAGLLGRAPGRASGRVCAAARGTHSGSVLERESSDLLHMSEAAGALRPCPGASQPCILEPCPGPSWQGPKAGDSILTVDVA
Yeast life ext – compounds extending yeast replicative lifespan, primary screen, S. cerevisiae, OD615. S. cerevisiae growth with nicotinamide; deaD strain in restrictive glucose medium. actives 0.68% (n = 130,000). inhibition of the nicotinamide effect, % at 10 µM;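 active = inhibition above a set limit, placed 3 SD over the median of all compounds, cut at about 26% in these data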;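 note: 0% = nicotinamide-treated wells and 100% = cells grown without nicotinamide; some compounds called inactive have numbers as strong as hits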
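Assay system: engineered S. cerevisiae DeaD replicative-lifespan strain, galactose-grown log-phase cells; Buffer or medium: CSMM-D glucose medium, restrictive; Probe or stimulus: nicotinamide 1.5 mM; Compound: single dose 10 µM compound, 0.25% DMSO; Schedule: 4 h preincubation then 48 h treatment at 30 °C; Technique: OD615 measurement.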
HCT116 bCat-KO – primary screen for growth suppressors in beta-catenin knockout HCT116 cells (colon tumor, human). HCT116 beta-catenin knockout viability, CellTiter-Glo, 60 h; hits give low values. viability, % at 10 µM. actives 1.5% (n = 140,000). AID 818, 2007;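 active = viability at or under a set limit, the compound median less 4 SD, cut at about 6% in these data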;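 note: 0% = Hyamine 1622 control at 20 µM and 100% = untreated cell control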
Phagocyt inh – inhibitors of macrophage phagocytosis, primary screen, imaging, J774A.1 cells, IgG beads | J774A.1 macrophage IgG-bead phagocytosis | inhibition, % at 5 µM | actives 0.07% (n = 110,000) | AID 1029, 2008;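 active = inhibition above the mean of the plate negative controls plus 5 SD, cut at about 13% in these data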;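 note: phagocytic index as fraction of beads internalized from green versus red external bead signal; plate controls were DMSO negative control for no effect and cytochalasin-D positive control for full effect; some results beyond the cut were filed as inactive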
E-sel TNF inh – E-selectin induction blockers in HUVEC – imaging, immunofluorescence, high content, primary screen | actives 0.71% (n = 120,000) | inhibition, % at 2 µM | HUVEC TNFa-induced E-selectin immunofluorescence;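 active = inhibition above the batch mean plus 3 SD, and confirmed as a hit on visual image review, cut at about 43% in these data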;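 note: 0% = TNF-stimulated DMSO wells and 100% = unstimulated control wells; not every result past the cut was called active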
PTEN del growth – growth suppression of PTEN-null HCT116, primary screen, cell-based, CellTiter-Glo. HCT116 PTEN-null viability, 60 h; hits give low values. viability, % at 10 µM. actives 1.2% (n = 140,000);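 active = viability at or below a set limit, 4 SD under the median of all tested compounds, cut at about 3.7% in these data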;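 note: PTEN knockout HCT116 line with beta catenin targeted HCT116 as companion control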
Measles CPE – compounds protecting cells from measles virus cytopathic effect, primary screen, measles RdRp inhibitor project, single point, MLSMR library, absorbance. Measles virus-infected cells, CPE protection. protection (pct of control), % at 4 µM. actives 1.5% (n = 140,000). AID 841, 2007; in the data active = protection mostly above about 24%, no sharp cut-off; inactive = mostly below about 26%; note: some compounds called inactive have numbers as strong as hits
Starred values were filed as active, the others as inactive; . = not tested or not shown.

No.	mol	NPY-Y2 antag	MRP-1 activ	Yeast growth inh	GALR2 blocker	Yeast life ext	HCT116 bCat-KO	Phagocyt inh	E-sel TNF inh	PTEN del growth	Measles CPE
1	N#CC1=C(N)N(c2ccccc2)C(=O)C1	0	-0.3	-34	0	-3	104	4	-5	104	13
2	Cc1occc1-c1nnc(SCC(=O)Nc2ccc(F)cc2)n1Cc1ccccc1	5	-1.5	-15	-4	-9	104	-1	-12	95	5
3	Cc1nn(Cc2ccccc2)c(N)c1-c1ccccc1	0	-2.0	6	2	-11	83	0	.	88	15
4	COc1ccc(CSc2nnc(N)s2)cc1F	3	-1.4	-8	-1	-21	91	0	-10	92	4
5	Cc1cccc(-c2nsc(SCC(=O)NCc3ccco3)n2)c1	6	-0.3	-39	0	-16	99	-3	3	104	18
6	Cn1nc(C(F)(F)F)c(/C=N/OC(=O)c2ccccc2)c1Cl	1	-2.7	-3	-3	-5	97	.	19	99	6
7	COCCCNC(=O)c1ccc(Cn2c(=O)c3ccccc3n(Cc3ccccc3C#N)c2=O)cc1	2	-3.5	-31	-5	-6	55	.	-15	52	13
8	CCC(=O)N(Cc1ccc(S(N)(=O)=O)cc1)C1CC(=O)N(c2ccc(OC)cc2)C1=O (centres undefined)	1	-1.3	-64	-2	-8	91	0	33	107	12
9	O=C(Nc1ccccc1N1CCN(C(=O)c2ccc(Cl)cc2)CC1)c1cc2ccccc2o1	11	-1.5	-68	-15	-8	65	-2	-12	59	7
10	CC(C)c1ccc(C2C3=C(CC(C)(C)CC3=O)NC3=C2C(=O)c2ccccc23)cc1 (centres undefined)	-3	-4.0	-22	1	-10	22	-6	-35	13	12
11	CCOc1ccc2[nH]c(=O)c(CN(Cc3ccco3)C(CC)c3nnnn3Cc3ccccc3)cc2c1 (centres undefined)	2	-5.7	-74	8	-11	39	-1	7	33	32
12	Cn1c(=O)n(C)c2cc([N+](=O)[O-])c(N3CCN(C(=O)c4ccccc4Cl)CC3)cc21	5	-2.6	-39	3	-17	54	.	-48	54	5
13	CC(C)(C)C(=O)COC(=O)c1ccccc1O	2	0.7	-41	-15	29	94	7	-3	104	8
14	O=C(COC(=O)c1ccc(Cl)c(S(=O)(=O)N2CCc3ccccc3C2)c1)Nc1ncc(Cl)cc1Cl	5	-1.4	-42	6	4	104	-1	.	103	5
15	COc1ccc(/C=N\NC(=O)C2C(=O)NCC2c2ccccc2)cc1O (centres undefined)	3	-0.7	-23	-12	-27	92	.	18	96	9
16	Cc1cc2n(n1)C(c1ccccc1)CC(c1ccc(Br)cc1)=N2 (centres undefined)	0	5.5*	-28	5	-4	80	-5	.	73	31
17	O=C(CCCN1C(=O)c2ccccc2C1=O)OC1CSCC1NC(=O)c1ccccc1 (centres undefined)	5	-0.8	-25	3	-11	102	-1	17	108	6
18	CSc1ccccc1NC(=O)c1cc(C)on1	-1	-1.5	-36	-2	-26	93	0	23	81	4
19	c1ccc(OCc2nnnn2-c2ccccc2)cc1	4	-0.4	-13	4	-7	99	27	-4	103	12
20	O=C(c1ccc(Br)cc1)N1CCN(S(=O)(=O)c2ccccc2)CC1	0	-0.3	-35	7	-8	90	0	.	89	26
21	N#Cc1nc(-c2ccc(OCc3ccccc3)cc2)oc1N1CCC(C(N)=O)CC1	-1	-5.3	-3	-6	-23	92	1	.	102	5
22	O=C(Cc1ccccc1[N+](=O)[O-])NCCSCc1c(F)cccc1Cl	3	-0.9	-52	6	-8	93	.	-34	97	14
23	N/C(=N\OC(=O)c1ccc(F)cc1)c1nonc1N	1	-1.1	-13	-7	-9	98	-7	.	99	4
24	COc1ccccc1NC(C#N)c1ccccc1OCc1ccccc1 (centres undefined)	-1	-3.7	-29	1	30*	33	-1	.	38	22
25	Cc1ccccc1OCc1nnc(SCC(=O)N2CCc3ccccc32)n1C	1	-2.1	-23	-15	.	88	.	16	90	5
26	COc1ccc(-c2nnc(SCc3ccccc3F)o2)cc1	6	0.8	-48	-1	-19	102	0	7	94	0
27	COc1cccc(-c2nn(-c3ccccc3)cc2/C=C(\C#N)C(=O)NCCCn2ccnc2)c1	-5	-4.2	-1	-2	-1	39	2	-6	34	6
28	Cc1[nH]nc2c1C(c1cn[nH]c1-c1ccc(F)cc1)C(C#N)=C(N)O2 (centres undefined)	1	-0.8	-18	-3	-8	102	0	.	83	2
29	CCOC(=O)N1CCN(CC(=O)n2c(C)c(C)c3ccccc32)CC1	4	-4.1	12	5	-11	82	-1	.	85	17
30	COc1ccc(OC)c(-c2cc(C(=O)N3CCc4ccccc4C3)no2)c1	8	-1.4	-49	14	44*	100	-1	.	104	11
31	CN(C)CCNc1oc(COc2ccc(Cl)cc2)nc1C#N	1	2.8	6	-6	0	89	8	0	91	7
32	O=C1CC(c2cccc(Br)c2)C2=C(CCCC2=O)N1 (centres undefined)	10	-1.4	-4	2	-25	77	.	-3	81	3
33	Cc1ccccc1C(=O)NCC(=O)NNC(=S)NC(=O)c1ccccc1	3	1.1	-29	-8	6	80	-3	.	86	7
34	COc1cc(OC)cc(-n2nc(C(=O)NCCCN3CCOCC3)c3ccccc3c2=O)c1	1	-1.9	-6	2	-2	88	0	-29	101	10
35	CCCn1cc(SCC(=O)NCC2CCCO2)c2ccccc21 (centres undefined)	2	-0.7	24	12	-5	97	-1	.	111	15
36	COC(=O)C(Cc1ccccc1)NC(=O)C(CC(C)C)NC(=O)OC(C)(C)C (centres undefined)	0	-0.8	-28	4	4	99	-8	.	92	5
37	Cc1[nH]c2c(C)cccc2c1CCNC(=O)C1CCCCC1C(=O)OCC(F)(F)F (centres undefined)	3	0.1	-22	-4	-2	94	-13	-7	92	4
38	O=P(c1ccccc1)(c1ccccc1)C(O)c1ccco1 (centres undefined)	1	-0.4	-42	-3	16	87	0	30	116	5
39	CCOc1ccccc1OCC(=O)Nc1ccc(S(=O)(=O)Nc2nc(C)cc(C)n2)cc1	-1	-3.6	7	11	-16	96	1	2	108	10
40	Cc1ccc(C2=NN(C(=O)CCl)C(c3cccs3)C2)o1 (centres undefined)	2	-6.2	-60	13	35*	3.6*	-6	26	2.1*	1
41	Cc1cccc(C(=O)Oc2ccccc2C2C[C@]3(C)CC(=O)NC3N2C(=O)c2cccc(C)c2)c1 (some centres undefined)	3	-1.1	-86	-21	-8	90	0	-15	100	17
42	COc1cccc(CC(NC(C)=O)C(=O)NC2CCN(S(=O)(=O)c3ccc4ccccc4c3)CC2)c1 (centres undefined)	3	-0.2	-41	-6	-6	88	-1	11	87	6
43	CCCC(=O)n1nc(-c2ccccc2)nc1SC	2	-1.8	-25	-3	.	90	.	-24	103	5
44	Cn1c(=O)oc2cc(S(=O)(=O)NC(Cc3ccccc3)C(=O)N3CCCCC3)ccc21 (centres undefined)	6	-1.8	13	-8	-6	97	0	39	84	12
45	O=C(Nc1nccs1)c1c(O)c2cccc3c2n(c1=O)CCC3	6	-5.2	-23	3	30*	25	-1	-29	18	8
46	Cc1ccc2[nH]c(-c3ccccc3)c(CN(C)C)c(=O)c2c1	4	-3.5	-31	6	-14	84	0	-12	77	11
47	CCn1c(SCC(=O)Nc2cc(C)on2)nnc1-c1ccccc1	4	-0.9	1	-2	.	93	.	17	101	34
48	COc1cccc(Cn2c(C3CC3)nc3ccc(NC(=O)c4ccco4)cc3c2=O)c1	2	3.2	-9	-2	-9	86	-2	.	75	0
49	COc1ccc(/C=C\C(=O)NCc2ccc3[nH]c(C)cc3c2)cc1OC	-1	-1.1	-38	1	-1	90	.	-31	97	4
50	CCOCCCNC(=O)c1ccc(CS(=O)(=O)Cc2cccc(C)c2)o1	0	-0.1	-46	2	-4	102	.	.	113	8

Further entries follow:
No.	mol	NPY-Y2 antag	MRP-1 activ	Yeast growth inh	GALR2 blocker	Yeast life ext	HCT116 bCat-KO	Phagocyt inh	E-sel TNF inh	PTEN del growth	Measles CPE
51	O=S(=O)(CCSc1nc2ccccc2o1)Cc1ccccc1	5	-1.6	1	-7	-5	99	2	2	99	14
52	Cc1cccc(Nc2nnc(SCC(=O)Nc3cccnc3Cl)s2)c1	0	8.1*	-38	11	-1	108	1	3	98	15
53	CCOC(=O)c1sc(NC(=O)c2ccc(Cl)s2)cc1C	-1	-0.9	9	20	-9	90	-2	-9	96	6
54	CCOCCCNC(=O)C(NC(=O)CNC(=O)c1ccccc1)c1ccc(C)cc1 (centres undefined)	4	0.4	-76	-4	0	99	.	12	101	7
55	CCCCn1c(=O)cc(N2CCOCC2)[nH]c1=O	2	-1.9	-5	0	-2	96	1	-9	98	12
56	CCOC(=O)c1cc2cc(F)ccc2nc1C	1	1.3	-30	9	-19	87	.	28	104	7
57	COc1ccc(-c2c3c(=O)n(C)c(=O)n(C)c3cn2-c2ccccc2)cc1	0	-0.9	-27	-9	14	87	0	.	105	7
58	O=C1NC2(CCc3ccccc32)C(=O)N1CCOc1ccc(Cl)cc1 (centres undefined)	0	0.5	-36	8	-8	90	-1	0	90	3
59	CCCCc1cc(=O)oc2cc(C)cc(OC(C)C(=O)O)c12 (centres undefined)	0	0.5	-28	-1	-2	89	-1	-7	112	7
60	Cc1ccccc1C(=O)N1CCC(C(=O)Nc2cccc(F)c2)CC1	2	-1.9	-2	-5	-9	90	0	.	79	3
61	CCOC(=O)c1cnc(SC2CC(=O)N(c3ccc(C)cc3)C2=O)nc1N (centres undefined)	-2	-0.1	-44	-14	-1	95	-2	13	107	25
62	COc1ccc2c(c1OC)C(=O)N1c3ccccc3C(=O)N(c3ccc(F)cc3)C21 (centres undefined)	16	-0.5	-50	26	-6	61	.	-20	75	16
63	Cc1cc(F)ccc1S(=O)(=O)N1CCCOC1CNC(=O)C(=O)NCCC1=CCCCC1 (centres undefined)	2	-0.6	-56	1	0	93	-4	-14	94	6
64	COc1ccc([N+](=O)[O-])cc1-n1cccc1	1	1.7	-14	-11	-6	95	-5	.	93	3
65	Cc1ccc(-n2nnnc2Sc2nc([N+](=O)[O-])nn2C)cc1	2	-5.6	-31	4	4	13	-8	-5	16	15
66	CCOC(=O)C1CCCN(C(=O)CCCOc2cc(=O)n(C)c3ccccc23)C1 (centres undefined)	4	-2.5	-25	5	-16	78	-6	30	87	14

Screens from PubChem BioAssay.

No enrichment for hits, and some 6.1% of all compounds hit somewhere here.
